Screens: PubChem, several laboratories
ANO1 block – inhibitors of mouse TMEM16A calcium-activated chloride channel; Q8BHY3; HEK293 TMEM16A/YFP iodide influx fluorescence, ionomycin; normalized B-score (activity score, 25-100; higher = stronger inhibition) at 10 µM; actives 1.2% (n = 310,000); AID 588511;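 active = ratio plate-corrected score three or more library SD toward inhibition, starting fluorescence score within five deviations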;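 note: score derived from kinetic fluorescence span divided by baseline fluorescence per well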
Target sequence (Q8BHY3 whole entry, looked up): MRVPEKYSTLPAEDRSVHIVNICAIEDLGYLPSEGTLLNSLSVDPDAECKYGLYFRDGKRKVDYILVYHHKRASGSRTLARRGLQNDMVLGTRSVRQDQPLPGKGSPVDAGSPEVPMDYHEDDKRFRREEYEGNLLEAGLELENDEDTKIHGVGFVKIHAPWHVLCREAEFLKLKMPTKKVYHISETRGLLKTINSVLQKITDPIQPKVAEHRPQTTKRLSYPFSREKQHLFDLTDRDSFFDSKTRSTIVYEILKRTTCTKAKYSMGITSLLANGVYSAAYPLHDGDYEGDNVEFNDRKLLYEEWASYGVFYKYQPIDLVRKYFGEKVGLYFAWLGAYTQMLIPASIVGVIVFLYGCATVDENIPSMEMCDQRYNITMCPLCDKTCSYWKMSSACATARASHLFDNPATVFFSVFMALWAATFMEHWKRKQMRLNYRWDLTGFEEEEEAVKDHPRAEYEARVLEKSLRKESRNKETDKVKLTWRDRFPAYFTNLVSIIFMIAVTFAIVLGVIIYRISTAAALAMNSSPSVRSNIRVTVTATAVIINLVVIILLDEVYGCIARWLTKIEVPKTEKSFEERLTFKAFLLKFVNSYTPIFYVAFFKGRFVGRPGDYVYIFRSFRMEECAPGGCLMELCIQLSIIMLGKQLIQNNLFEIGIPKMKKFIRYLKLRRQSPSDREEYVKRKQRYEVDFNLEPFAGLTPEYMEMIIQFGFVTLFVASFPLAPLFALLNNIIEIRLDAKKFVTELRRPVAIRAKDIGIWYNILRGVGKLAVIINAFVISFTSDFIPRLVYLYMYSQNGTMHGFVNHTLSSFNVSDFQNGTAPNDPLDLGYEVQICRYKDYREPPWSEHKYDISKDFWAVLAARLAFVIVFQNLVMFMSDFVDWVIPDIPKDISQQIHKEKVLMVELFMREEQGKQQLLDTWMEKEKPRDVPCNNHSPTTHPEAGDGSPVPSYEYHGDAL
TMEM16A act – activates or potentiates the mouse TMEM16A chloride channel. AID 623877. actives 0.3% (n = 340,000). HEK293 TMEM16A/YFP-H148Q/I152L, iodide quench fluorescence; stronger effect = lower value. B-score at 10 µM. Q8BHY3;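 active = fluorescence-ratio B-score plate-corrected deviation score at least 3 library SD below zero, with starting fluorescence score within 5 deviations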;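 note: channel opened by trigger with iodide after compound preincubation; score built on the fluorescence ratio of max minus min over baseline; more negative score means more quench and so TMEM16A activation or potentiation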
KCNQ1 inh – blocks the human KCNQ1 potassium channel | actives 1.3% (n = 310,000) | CHO-K1 KCNQ1, FluxOR thallium flux fluorescence; stronger effect = higher value | B-score at 10 µM;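 active = compounds whose thallium flux B-score, printed positive for inhibition, exceeds three library SD while starting fluorescence stays within three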;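 note: channel opened by potassium depolarization with thallium stimulus after 20 min compound exposure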
KCNK3 inh – human KCNK3 channel inhibition, primary screen. O14649. CHO-KCNK3 thallium flux, FluxOR fluorescence; stronger effect = lower value. AID 602410. B-score at 10 µM. actives 0.84% (n = 340,000);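 active = B-score under library mean minus 4 SD, starting fluorescence ratio at most library mean plus 5 SD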;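 note: more negative B-score means stronger inhibition of thallium flux through KCNK3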
hERG protect – compounds protecting human hERG from proarrhythmic drug block | activation (rescue from dofetilide block), less the hit threshold, % at 10 µM | CHO-hERG, FluxOR thallium flux, dofetilide IC70 present | Q12809 | actives 0.51% (n = 310,000);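 active = activation above the mean of controls blocked by dofetilide plus 5 SD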;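 note: thallium influx through hERG after potassium depolarization seen as dye fluorescence rise; in these data hits start at about 4.7%; inactives centre near -7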
HDAC3 inh – human HDAC3 inhibition | actives 0.15% (n = 320,000) | O15379 | inhibition, % at 8.3 µM | AID 2718 | recombinant HDAC3, fluorogenic peptide/trypsin coupled, fluorescence; in the data active = inhibition above about 26%, passing the limit was not always enough
KCNQ1 pot – human KCNQ1 channel potentiation or activation; P51787; CHO-K1 KCNQ1, thallium flux FluxOR fluorescence; stronger effect = higher value; B-score at 10 µM; actives 0.35% (n = 310,000);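 active = fluorescence ratio B-score, a plate-corrected score, at least three library SD, with initial intensity B-score within 5 SD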
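assay system = CHO-K1 cells stably expressing KCNQ1 | medium = assay buffer, equal DMSO in all wells | timing = 37 °C overnight plating, 90-min dark dye load, 20-min compound pretreatment | measured by = kinetic FluxOR thallium fluorescence, 10-s 1-Hz baseline, 110-s post-stimulus read | measure = fluorescence change relative to baseline, converted to B score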
RGS4 inh – inhibitors of human RGS4; B-score at 10 µM; HEK293 M3R/RGS4 inducible, Fluo-4 calcium flux; stronger effect = higher value; triggered by carbachol at its EC20; P49798; actives 0.45% (n = 310,000);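 active = B-score, a plate-corrected calcium signal, over three deviations above library mean, with baseline fluorescence within five deviations of library mean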;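 note: RGS4 expression induced by doxycycline in cells with stable M3 receptor; B-score is computed from the integrated fluorescence ratio over baseline after carbachol; higher B-score means a larger calcium signal and so more RGS4 inhibition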
KCNK9 block – human KCNK9 channel inhibition; Q9NPC2; HEK293 KCNK9, FluxOR thallium flux fluorescence; stronger effect = lower value; B-score at 10 µM; actives 1.2% (n = 310,000); AID 488922;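 active = ratio B-score over 3 SD below the library mean, with starting fluorescence within 5 SD of its mean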;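 note: negative B-score means less thallium flux so channel inhibition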
RGS4 act – potentiators or activators of RGS4; B-score at 10 µM; actives 0.92% (n = 310,000); HEK293 M3R/inducible RGS4, carbachol calcium flux Fluo4; stronger effect = lower value;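 active = B-score of the integrated calcium signal more than 4 SD below the library mean, with starting fluorescence not abnormally high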;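 note: negative B-score means reduced calcium response which marks RGS4 activation or potentiation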
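Material: M3R-expressing HEK293 line, RGS4 induced by doxycycline | Schedule: Overnight RGS4 induction, 30 min dye load 37 °C, 20 min compound RT | Measured by: Fluo4 fluorescence kinetic imaging of calcium | Read-out: Integrated calcium ratio converted to B score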
SKKanGAS inh – SKKanGAS growth inhibition; S. pyogenes SKKanGAS, kanamycin growth, BacTiter-Glo, 6 h; AID 1662; actives 1.3% (n = 300,000); inhibition, % at 7.5 µM;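 active = mean replicate score, as percent of positive control median, at least 50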;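 note: strain carries kanamycin resistance gene driven by streptokinase promoter and grows in 40 µg/ml kanamycin; loss of luminescence reflects streptokinase promoter inhibition or plain growth inhibition; 0% = median of DMSO wells and 100% = positive control at its reference dose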
Numbers without * were called inactive; i = inactive; . = not tested or not shown.

SMILES	ANO1 block	TMEM16A act	KCNQ1 inh	KCNK3 inh	hERG protect	HDAC3 inh	KCNQ1 pot	RGS4 inh	KCNK9 block	RGS4 act	SKKanGAS inh
Cc1ccc(N2C(=O)CC(N3CCN/C3=C3\CC/C(=C\c4ccccc4)C3=O)C2=O)cc1 (configuration not stated)	i	i	i	i	-12	4	i	i	i	i	-10
COc1cc(C(=O)Nc2ccccc2C(=O)NCc2cccnc2)cc(OC)c1OC	i	i	i	i	-4	4	i	i	i	i	0
CC(NC(=O)c1ccccc1)C(=O)N/N=C/c1cccc([N+](=O)[O-])c1 (configuration not stated)	i	i	i	i	-6	1	i	i	i	i	16
O=C(NC(=S)NCC1CCCO1)c1ccccc1F (configuration not stated)	i	i	i	i	-6	-3	i	i	i	i	-10
COc1ccccc1OCCNC(=O)C(CCSC)NC(=O)c1ccccc1Cl (configuration not stated)	i	i	i	i	-7	-3	i	i	i	i	6
Cc1cc(Cl)ccc1NC(=O)CCCN1C(=O)CCC1=O	i	i	i	i	-9	-1	i	i	i	i	1
COc1cccc(CC(NC(C)=O)C(=O)NC2CCN(c3nc(C)cc(C)c3C#N)CC2)c1OC (configuration not stated)	i	i	i	i	-6	-14	i	i	i	i	-6
CC(SCc1ccc(C(=O)O)o1)c1ccc(C(=O)O)o1 (configuration not stated)	i	i	i	i	-9	2	i	i	i	i	1
Cc1ccc2nc(-c3ccccc3)cc(C(=O)NNC(=O)c3csc(N4CCOCC4)n3)c2c1	i	i	i	i	-15	2	i	i	i	i	-4
COc1ccccc1N1CCN(C(=O)c2cc3cc(Br)ccc3oc2=O)CC1	i	i	i	i	-9	6	i	i	i	i	0
Cc1ccc(-n2nc3c(c2NC(=O)C(C)C)CS(=O)(=O)C3)cc1	i	i	i	i	-9	0	i	i	i	i	-1
CCOC(=O)C(CC)(CCC(=O)OC)c1csc(Nc2ccccc2O)n1 (configuration not stated)	i	.	i	.	-9	6	i	i	i	i	7
COc1ccc(Cl)cc1NC(=O)COC(=O)CCNC(C)=O	i	i	i	i	-8	-1	i	i	i	i	-3
CN1CCN(Cn2cc(/C=C/C(=O)c3ccccc3)c3ccccc32)CC1	i	i	i	i	-21	9	i	i	i	i	-15
CCc1ccccc1NC(=S)N1CCCCCC1	i	i	i	i	-10	7	i	i	i	i	.
N#C/C(=C\c1cccs1)C(=O)NCc1cccnc1	i	i	i	i	-7	2	i	i	i	i	-4
CCC1=C2CC[C@H]3C(=O)N(CC)C(=O)[C@H]3[C@H]2[C@@]2(Cc3ccccc3)C(=NCc3ccccc3)OC(=O)N2C1=O	i	i	i	i	-9	-1	i	i	i	i	0
Cc1cc(S(=O)(=O)N2CCC3(CC2)OCCO3)c(C)cc1Cl	i	i	i	i	-7	1	i	i	i	i	1
CCNC(=S)NNC(=O)C(c1ccccc1)c1ccccc1	i	i	i	i	1	2	i	i	i	i	-10
O=C(Cn1ccc([N+](=O)[O-])n1)NCc1cccs1	i	i	i	i	-4	7	i	i	i	i	2
NNc1ncnc2sc3c(c12)CCC3	i	i	i	i	-15	0	i	i	i	i	29
Cc1cc(C)nc(/N=C(\N)Nc2ccc(S(=O)(=O)Nc3nccc(C)n3)cc2)n1	i	i	i	i	-8	2	i	i	i	i	2
CNC(=S)N/N=C/c1cc(Br)c(OCc2ccncc2)c(OC)c1	i	i	i	i	-12	7	i	i	i	i	-6
Cc1ccc(NC(=O)Cc2cn3ccsc3n2)nc1	i	i	i	i	-8	-6	i	i	i	i	-4
COc1ccc(NS(=O)(=O)c2cc(NC(=O)[C@@H](NC(=O)c3ccccc3)C(C)C)ccc2C)cc1	i	i	i	i	1	8	i	i	i	i	10
O=C(CN1C(=O)c2ccccc2S1(=O)=O)NCCSCc1ccco1	i	i	i	i	-7	9	i	i	i	i	-9
CC(C)(C)OC(=O)N1CCC(C(=O)N[C@@H](Cc2c[nH]c3ccccc23)C(=O)O)CC1	i	i	i	i	-6	0	i	i	i	i	2
CCOC(=O)N1CCN(C(=O)c2ccc3nc4cc(Cl)ccc4c(=O)n3c2)CC1	i	i	i	i	-14	-14	i	i	i	i	7
Cc1[nH]c(C)c(S(=O)(=O)N2CCN(c3cccc(Cl)c3)CC2)c1C(=O)N1CCCCC1	i	i	i	i	-10	7	i	i	i	i	0
CC1CC(C)CN(C(=O)COc2ccc([N+](=O)[O-])cc2Cl)C1 (configuration not stated)	i	i	i	i	-14	6	i	i	i	i	-1
Cc1ccc2c(c1)N(CC(=O)NCCc1c[nH]c3ccccc13)C(=O)CO2	i	i	i	i	-11	8	i	i	i	i	-8
Cc1ccc(C(=O)C(C(=O)/C=C/c2ccccc2)=C2SCCCS2)cc1	i	i	i	i	-10	10	i	i	i	i	-2
CC(OC(=O)c1cccc(S(=O)(=O)N2CCCC2)c1)C(=O)c1ccccc1 (configuration not stated)	i	i	i	i	-11	1	i	i	i	i	-4
COc1cccc(CNC(=O)Cc2ccc(NC(=O)C3=C(C)OCCS3)cc2)c1	i	i	i	i	-6	10	i	i	i	i	35
O=CNc1ccccc1Oc1ccccc1	i	i	i	i	-9	3	i	i	i	i	13
CCOC(=O)CSc1nnc(CCCCCN2C(=O)c3cccc4cccc(c34)C2=O)o1	i	i	i	i	-12	-5	i	i	i	i	1
COc1ccc(NC(=O)/C(=C/c2cccnc2)NC(=O)c2cccs2)cc1	i	i	i	i	-5	-7	i	i	i	i	-11
NS(=O)(=O)c1ccc(CNC(=S)NCc2ccc(F)cc2)cc1	i	i	i	i	-11	-1	i	i	i	i	-4
O=C(CSc1ncnc2sc3c(c12)CCCC3)c1ccco1	i	i	i	i	-11	1	i	i	i	i	-3
Cc1ccc(S(=O)(=O)N(CC(=O)Nc2cccc(N(C)S(C)(=O)=O)c2)c2ccc(Cl)c(Cl)c2)cc1	i	i	10*	i	-4	-4	i	i	i	-11*	17
COc1ccc(/C=C/C(=O)NC(=S)NCCc2ccc(OC)c(OC)c2)cc1	i	i	i	i	-11	7	i	i	i	i	-20
CN(C(=O)CCN1C(=O)c2ccccc2C1=O)C1CCCCC1	i	i	i	i	-5	0	i	i	i	i	-14
CCC(=O)NC(=S)Nc1ccc(S(=O)(=O)NC(C)C)cc1	i	i	i	i	-8	-1	i	i	i	i	-2
COc1ccc(S(=O)(=O)N(Cc2ccccc2)Cc2nc(-c3ccccc3)no2)cc1	i	i	i	i	-10	2	i	i	i	i	.
OCCN1CCN(c2ncnc3nc[nH]c23)CC1	i	i	i	i	-10	1	i	i	i	i	-4
COC(=O)[C@@H]1Cc2c([nH]c3ccccc23)C(C)(C)N1C(=O)CCl	i	i	i	i	-2	-3	i	i	i	i	-2
O=C(NCc1ccccc1OC(F)(F)F)C1CCC(=O)N(C2CC2)C1 (configuration not stated)	i	i	i	i	-11	-1	i	i	i	i	3
CCC(=O)Nc1nnc(-c2ccc(OC)cc2)o1	i	i	i	i	-10	-1	i	i	i	i	-1
CCCOc1ccc(NC(=O)CNC(=O)c2cc(OC)cc(OC)c2)cc1OCCC	i	i	i	i	-9	5	i	i	i	i	14
COCC(C)NC(=O)CCc1nnc(C2(c3ccc(Cl)cc3)CCC2)o1 (configuration not stated)	i	i	i	i	-12	2	i	i	i	i	6
CC(C)(C)OC(=O)N[C@@H](Cc1ccccc1)C(=O)NCC1CCC(C(=O)N[C@@H](CCC(N)=O)C(=O)O)CC1 (some centres not stated)	i	i	i	i	0	3	i	i	i	i	5
CC(C)C1(CCNC(=O)c2cccs2)CCOC(C)(C)C1 (configuration not stated)	i	i	i	i	2	4	i	i	i	i	4
Cc1cccc(OCC(=O)N2CCOCC2)c1	i	i	i	i	-6	2	i	i	i	i	1
COc1ccccc1CCC(=O)Nc1cccc(S(=O)(=O)N2CCCCCC2)c1	i	i	6*	i	-13	10	i	i	i	i	-9
CN1CCN(c2nc3ccccc3nc2C(C#N)S(=O)(=O)c2ccccc2)CC1 (configuration not stated)	i	.	i	.	-13	2	i	i	i	i	1
CCN(CC)c1ccc(-c2nn3c(-c4ccccc4OC)nnc3s2)cc1	100*	i	i	i	-16	-31	i	i	-14*	i	56*
CCOC(=O)Cc1csc(NC(=O)Nc2ccc(F)cc2)n1	i	i	i	i	-5	5	i	i	i	i	-3
CC1(C)CC2CC(C)(CN2C(=O)c2cccs2)C1 (configuration not stated)	i	i	i	i	-13	-3	i	i	i	i	-5
COc1ccc(Cn2c(O)c(C=Nc3ccccc3C(=O)O)c3ccccc3c2=O)cc1	i	i	i	i	-17	.	i	i	i	i	9
CCCS(=O)(=O)N1CCC(C(=O)N2CCC(Cc3ccccc3)CC2)CC1	i	i	i	i	-13	5	i	i	i	i	-7

Remaining list, next part
SMILES	ANO1 block	TMEM16A act	KCNQ1 inh	KCNK3 inh	hERG protect	HDAC3 inh	KCNQ1 pot	RGS4 inh	KCNK9 block	RGS4 act	SKKanGAS inh
COc1ccc(/C=C2\SC(=S)N(CCCCCC(=O)Nc3cc(C)on3)C2=O)cc1OC	i	i	i	i	-8	7	i	i	i	i	3
CCc1ccc(NC(=O)Nc2ccon2)cc1	i	i	i	i	-10	-8	i	i	i	i	2
CCOc1ccccc1NC(=S)N1CCCCCC1	i	i	i	i	-10	-2	i	i	i	i	5
O=C(CCc1ccccc1)NNC(=S)NCCc1ccccc1	i	i	i	i	-10	5	i	i	i	i	1
CC(C)C(CCNCc1ccccn1)c1ccc(Cl)cc1 (configuration not stated)	i	i	i	i	-4	4	i	i	i	i	0
Cc1cccc(/C(N)=N/OC(=O)c2ccncc2)c1	i	i	i	i	-1	-1	i	i	i	i	-1
COc1ccc(CC(=O)O/N=C(\N)c2ccncc2)cc1	i	i	i	i	-10	10	i	i	i	i	4
CC(=O)Nc1ccc(NC(=O)c2cc([N+](=O)[O-])cc([N+](=O)[O-])c2)cc1	i	i	i	i	-6	-6	i	i	i	i	9
Cc1ccc(/C=C2\Oc3c(ccc(O)c3CN3CCN(CCO)CC3)C2=O)cc1	i	i	11*	i	-14	5	i	i	i	-10*	-3
N#CC1=C(N)NC(SCc2ccc(F)cc2)=C(C#N)C12CCCCC2	100*	i	i	i	-26	8	i	i	i	i	-10
